Screening data deposited in PubChem by Sanford-Burnham Center for Chemical Genomics.
CXCR6 inh: inhibitors of human CXCR6 receptor; O00574; CHO-K1 PathHunter CXCR6 beta-arrestin, luminescence; inhibition, % at 20 µM; 360,000 compounds, 0.36% hits; AID 602244; in the data active = inhibition above about 34%, passing the limit was not always enough;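 also: antagonist mode with CXCL16 agonist at 10 nM final; 0% = 10 nM CXCL16 with DMSO and 100% = unstimulated wells without agonist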
XBP1 UPR activ: adaptive UPR (XBP1) activation; CHO-XBP1 luciferase reporter, IRE1-XBP1 UPR activation, luminescence; percent of tunicamycin response, DMSO as zero; activation, % at 20 µM; 330,000 compounds, 0.33% hits; AID 463104;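 active = versus positive control, 20 µM dose yields 30% or more activation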;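 also: 100% = tunicamycin at 10 µg/mL and 0% = DMSO only wells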
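Material: IRE1-XBP1 luciferase reporter CHO line / Quantity: one thousand reporter cells per well / Buffer or medium: F12 with 10% serum / Compound: 20 µM single concentration, DMSO 1% / Times: 6 h treatment, 37 °C / Detection: Steady-Glo luciferase glow luminescence, 10 min after reagent addition / Benchmarks: tunicamycin high, DMSO low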
Jurkat NFkB inh: lowers PMA/ionomycin-induced NF-kB signal in Jurkat cells; PMA/ionomycin-induced NF-kB luciferase reporter, luminescence; inhibition, % at 4 µM; 330,000 compounds, 0.53% hits; in the data active = inhibition above about 50%
EBI2 block: blocks human EBI2 receptor beta-arrestin signaling; EBI2 beta-arrestin recruitment, luminescence, 7a,25-OHC stimulated; inhibition, % at 5 µM; 360,000 compounds, 0.81% hits; P32249; in the data active = inhibition above about 38%;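 also: enzyme fragment complementation signal reports receptor beta-arrestin coupling in cells; 0% = agonist plus DMSO wells and 100% = wells without agonist; some results beyond the cut were filed as inactive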
Gli-Sufu block: blocks Gli-Sufu signaling in a luciferase reporter | 340,000 compounds, 0.74% hits | inhibition, % at 5 µM | AID 588413 | Sufu-KO-LIGHT fibroblasts, Gli luciferase reporter luminescence;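 active = inhibition above about 55%, limit read from the data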;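 also: 0% = DMSO-treated cells and 100% = wells with medium but no cells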
CCR6 antagonist: antagonists of human CCR6 receptor | P51684 | CHO-K1 CCR6 PathHunter beta-arrestin, luminescence, CCL20-stimulated | inhibition, % at 20 µM | 340,000 compounds, 0.49% hits;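 active = compounds whose inhibition of the agonist-driven luminescence signal at 20 µM reaches about 50%, limit read from the data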;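 also: cells stimulated with CCL20 at 14 nM final; plate controls were DMSO with CCL20 for no effect and DMSO without agonist for full effect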
UPR CHOP act: activators of apoptotic arm of unfolded protein response (CHOP). CHO-CHOP luciferase reporter, UPR activation, luminescence; percent of tunicamycin response over DMSO baseline. activation, % at 10 µM. 330,000 compounds, 0.34% hits. AID 449763;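 active = at 10 µM dose, activation of 40% or more, normalized to positive control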;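 also: 100% = tunicamycin at 10 µg/mL and 0% = DMSO alone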
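Test system: CHO-CHOP cells, stable luciferase reporter of PERK-eIF2a-CHOP signalling | Quantity: 500 CHO-CHOP cells per well | Buffer or medium: F12 plus 10% serum | Compound dosing: 10 µM single point, 0.5% DMSO | Schedule: 6 h compound treatment, 37 °C | Signal: Luciferase luminescence | Control set: Tunicamycin high control, DMSO low control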
Mdm2 MdmX PPI: disrupts the human Mdm2-MdmX interaction; 330,000 compounds, 3% hits; SaOS-2 split-luciferase Mdm2/MdmX complementation, luminescence; inhibition, % at 8 µM; AID 485346; O15151+Q00987;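 active = inhibition of at least 50% at 8 µM in the primary screen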
Target sequence (O15151 whole entry, looked up): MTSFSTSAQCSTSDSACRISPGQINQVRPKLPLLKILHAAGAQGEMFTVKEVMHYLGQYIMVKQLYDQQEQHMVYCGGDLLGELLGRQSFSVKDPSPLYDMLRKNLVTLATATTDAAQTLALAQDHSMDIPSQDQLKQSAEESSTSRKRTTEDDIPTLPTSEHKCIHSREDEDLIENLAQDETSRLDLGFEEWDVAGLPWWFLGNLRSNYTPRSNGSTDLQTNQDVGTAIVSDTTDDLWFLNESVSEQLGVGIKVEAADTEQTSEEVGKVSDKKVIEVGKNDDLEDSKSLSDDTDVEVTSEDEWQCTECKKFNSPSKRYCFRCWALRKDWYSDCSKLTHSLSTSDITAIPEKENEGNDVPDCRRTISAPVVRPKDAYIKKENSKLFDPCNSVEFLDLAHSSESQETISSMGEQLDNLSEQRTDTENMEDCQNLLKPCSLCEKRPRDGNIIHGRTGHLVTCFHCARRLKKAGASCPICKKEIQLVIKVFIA
Target sequence (Q00987 whole entry, looked up): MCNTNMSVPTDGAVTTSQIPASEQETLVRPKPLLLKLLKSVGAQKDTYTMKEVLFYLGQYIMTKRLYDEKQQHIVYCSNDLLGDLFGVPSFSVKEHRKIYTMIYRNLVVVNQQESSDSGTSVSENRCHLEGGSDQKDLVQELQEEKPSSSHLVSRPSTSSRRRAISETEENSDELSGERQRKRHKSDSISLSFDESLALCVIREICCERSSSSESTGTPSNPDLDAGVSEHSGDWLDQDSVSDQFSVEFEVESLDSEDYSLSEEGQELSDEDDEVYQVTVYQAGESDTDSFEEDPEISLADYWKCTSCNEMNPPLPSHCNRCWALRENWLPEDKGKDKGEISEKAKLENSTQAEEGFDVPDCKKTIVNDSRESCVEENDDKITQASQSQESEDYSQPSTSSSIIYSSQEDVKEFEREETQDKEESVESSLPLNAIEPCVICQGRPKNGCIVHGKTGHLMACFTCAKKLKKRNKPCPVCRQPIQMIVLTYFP
697 NFkB inh: inhibitors of the PMA/ionomycin-induced NF-kB reporter in 697 B cells; 697 B-cell NF-kB luciferase reporter, 16 h; inhibition, % at 4 µM; 330,000 compounds, 0.33% hits; AID 435022; in the data active = inhibition above about 35%
Active calls of the source: *; . = no result given.

SMILES	CXCR6 inh	XBP1 UPR activ	Jurkat NFkB inh	EBI2 block	Gli-Sufu block	CCR6 antagonist	UPR CHOP act	Mdm2 MdmX PPI	697 NFkB inh
CCOc1ccc2cc(C#N)c(SCC(=O)NC(C)CC)nc2c1 (stereo not drawn)	.	0	27	.	.	.	5.5	29	-47
CC(C)(C)c1nnc(NS(=O)(=O)c2cc(Cl)ccc2Cl)s1	0	-5	5	7	40	-12	0.2	6	-1
O=C(COc1ccc([N+](=O)[O-])cc1)Nc1ccc(CN2CCOCC2)cc1	-7	-3	-6	-14	9	5	-1.1	10	-4
O=C1Nc2ccccc2N(O)N1c1ccc(Cl)c(Cl)c1	-17	0	2	9	-8	9	-0.9	-9	8
O=C(COC(=O)CCCNC(=O)c1ccc(Cl)cc1)Nc1cc(Cl)ccc1Cl	-1	0	0	-4	-1	8	-0.6	-9	-4
CCOC(=O)C1CCN(C(=O)c2ccc3c(c2)NC(=O)/C(=C\c2cccc(C)c2)S3)CC1	4	-6	13	9	17	1	-0.9	5	-5
O=C(NC12CC3CC(CC(C3)C1)C2)c1ccc(COc2ccc(Cl)cc2[N+](=O)[O-])o1	6	-2	2	25	1	2	1.2	12	-6
CC(C)c1ccc(NC2CCCN(C(=O)c3cscn3)C2)cc1 (stereo not drawn)	1	1	13	9	1	12	-0.3	2	-40
O=C(NCCO)c1ccc2[nH]c3c(c2c1)CCCC3	3	6	0	-7	12	0	2.6	-11	21
Cc1cccc(N2C(=N)SCC2=O)c1C	-2	-2	1	-7	2	-20	0.2	14	-7
Cc1ccc(S(=O)(=O)N2CCN(C(=O)N3CCOCC3)C2C)cc1 (stereo not drawn)	-3	0	14	-3	0	0	-1.7	13	11
CCOC(=O)c1[nH]c2cc(OC)c(OC)cc2c1NC(=O)CN1CCN(c2ccc(OC)cc2)C(C)C1 (stereo not drawn)	.	1	-7	.	.	.	0.4	1	-16
CN1CCC(N(C)C(=S)Nc2ccc(SC(F)F)cc2)CC1	7	2	-10	-2	7	11	0.1	9	-20
Cc1ccccc1OCc1nc2ccccc2c(=O)n1/N=C/c1cn[nH]c1-c1ccc(Br)cc1	-4	4	7	-5	1	2	1.6	69*	-15
Cc1ccccc1NC(=O)CSc1nc(Nc2ccccc2)nc(N2CCOCC2)n1	-3	1	10	10	15	0	1.0	20	16
O=C(NNC(=O)c1ccccc1Cl)c1cccs1	-6	2	-11	4	-18	2	0.7	12	-29
COc1ccccc1CCC(=O)OCC(=O)Nc1ccc(C(N)=O)cc1	0	1	23	0	16	-5	0.6	2	-6
COc1cccc(CNC(=S)NC2CCCC2)c1	-10	-2	-12	-1	-1	-2	0.5	-2	-13
O=c1c(N=Nc2ccc(O)cc2)c(-c2ccccc2)[nH]n1-c1ccc([N+](=O)[O-])cc1	37	12	12	34	53	52*	19	100*	7
O=C1c2ccc3c4c(ccc(c24)C(=O)N1c1ccc(O)cc1)C(=O)N(c1ccc(O)cc1)C3=O	-1	-1	17	-22	-4	-12	-0.2	63*	-10
CCCCCCC(=O)Nc1nc(C)c(-c2csc(Nc3ccccc3OC)n2)s1	2	1	7	3	6	16	1.9	-1	10
COCCn1c(Sc2ccc(C)cc2)nc2c1c(=O)[nH]c(=O)n2C	0	6	-14	13	10	1	-0.4	-2	-13
CCOC(=O)CN1C(=O)C(=O)c2cccc(C)c21	-2	-3	4	17	4	11	-1.0	1	12
Cc1cc(C)nc(N2CCN(CC(=O)NCc3ccccc3)CC2)n1	-7	-1	-2	-5	-2	5	0.1	7	12
CCNC(=S)Nc1c(C)n(C)n(-c2ccccc2)c1=O	-5	0	2	-5	-1	3	3.0	-1	-11
Nc1nc(SCC(=O)c2ccc(F)cc2)n[nH]1	5	0	0	-1	-6	2	0.9	-5	7
Clc1nc(-c2ccccn2)nc2scc(-c3ccccc3)c12	51*	0	-74	61*	-40	14	-1.8	57*	-202
CN(C)S(=O)(=O)N1CCN(CC(O)COc2ccc(-c3ccccc3)cc2)CC1 (stereo not drawn)	-2	-7	5	6	9	7	0.0	5	-3
COc1ccc(OC)c(C2C(C(C)=O)=C(O)C(=O)N2CCN2CCOCC2)c1 (stereo not drawn)	5	-1	17	5	1	11	-1.4	-7	2
CC(NC(=O)Cc1ccc(S(=O)(=O)N2CCOCC2)s1)c1ccc(Cl)cc1Cl (stereo not drawn)	-11	1	-4	-16	11	6	2.2	31	10
Cc1ccc2nc(C)cc(Nc3ccc4c(c3)OCCO4)c2c1	-4	-3	26	6	22	12	-0.7	15	-48
CC1CN(CCOc2ccccc2C(C)C)CC(C)O1 (stereo not drawn)	2	-2	-5	5	4	9	0.0	12	-23
C=CCn1c(CCNC(=O)c2cccs2)nnc1SCC(=O)c1cccc([N+](=O)[O-])c1	3	-4	-22	-12	-17	9	-0.8	-11	-11
Cc1ccc(OCCn2ccnc2)c([N+](=O)[O-])c1	5	-3	-29	-7	2	-8	0.1	-9	-33
CC(C)c1nc(SCC(=O)NCc2ccccc2)n[nH]1	1	-3	-13	-1	-7	-3	-0.5	0	4
CCN1C(=O)/C(=C2/C=Cc3ccccc3N2CC)SC1=S	21	2	-7	5	-5	33	0.6	-19	2
OCCCNc1cc(-c2ccnc(Nc3cccc(Cl)c3)n2)ccn1	1	-5	99*	12	75*	17	2.2	100*	85*
CCOC(=O)c1c(C)[nH]c(C(=O)COC(=O)C2(C)CC2(Cl)Cl)c1C (stereo not drawn)	-7	5	-40	18	6	-9	1.3	-32	-30
Nc1ccc2sc(N)nc2c1	-4	-1	0	-5	6	9	2.5	12	-2
Cc1ccc(C(=O)NCC(c2ccc(F)cc2)N2CCOCC2)cc1S(=O)(=O)N1CCOCC1 (stereo not drawn)	6	.	.	1	-13	5	.	.	.
CCOC(=O)N1CCN(C(=O)CNS(=O)(=O)c2c(C)cc(C)cc2C)CC1	4	4	3	-10	41	0	0.9	-16	13
CCOC(=O)C1=C(C)NC(C)=C(C(=O)OCC)C1C(=O)OCC(N)=O	-4	-3	-6	-4	1	11	0.0	3	-6
Cc1cc(-c2n[nH]c(=S)n2Cc2ccccc2)cs1	-16	0	12	-18	29	4	0.2	5	9
C=C1CCC[C@]2(C)C[C@H]3OC(=O)C(CN4CCOCC4)[C@H]3C[C@@H]12 (stereo partly drawn)	0	-1	-22	-8	1	4	-2.4	30	-6
Cc1nc2ccc(NS(=O)(=O)c3ccc(F)cc3F)cc2s1	-10	-1	-4	-8	0	-5	0.2	-11	-14
CCn1c(=O)c2c(cnn2C)c2ccccc21	-14	2	25	-3	-15	-4	-1.7	81*	11
CC(C)NC(=O)CC1Nc2c3ccccc3nc(=S)n2C1=O (stereo not drawn)	-14	4	12	-9	6	5	-1.2	19	10
CCOC(=O)N/N=C/c1cn(Cc2ccc(Cl)cc2)c2ccccc12	-1	2	15	7	0	5	2.5	-32	29
O=C(Nc1cccc(NC(=O)c2ccccc2Cl)c1)c1ccc(F)cc1	-9	-2	1	5	4	4	2.4	2	-3
COCCNc1nnc(SCC(=O)Nc2nnc(-c3ccccc3)o2)s1	8	1	-6	-1	-7	10	-0.7	-9	9
CCCCOc1ccc(C(=O)NCC(=O)NC2CC2)cc1	-1	3	4	-15	-3	0	1.4	1	-11
C=CCNC(=O)NC(=O)COC(=O)COc1ccc(Br)cc1F	0	3	2	0	-4	-6	-2.0	0	-15
CCOc1ccc(-c2nn(-c3ccccc3)cc2/C=C2\SC(N)=NC2=O)cc1C	6	9	0	0	-8	-15	4.1	67*	-7
Cc1cc(C)c(NC(=O)/C(C#N)=C/c2ccc(OCc3ccc(F)cc3)cc2)c(C)c1	2	1	-68	27	1	11	3.8	-13	-13
O=C(CSc1ccc(-c2ccc(Cl)cc2)nn1)NC1CCCC1	1	-7	10	14	0	5	1.1	6	14
Cc1cc2c(cc1C)NC(c1ccccn1)C1=C(CC(C)(C)CC1=O)N2 (stereo not drawn)	-15	-1	-74	-16	-25	-4	1.4	-8	-73
O=C(C[n+]1ccc(C(=O)N/N=C/c2ccc(OCc3ccccc3)cc2)cc1)c1ccccc1	-2	1	-49	-9	-6	0	4.3	-6	0
CCn1c(C)nc2c(C)[n+](CC(=O)c3ccc(Br)cc3)ccc21	1	0	-117	-11	6	2	0.6	38	-34
CC(C)Cn1c(N)c(C(=O)COC(=O)c2cc(S(=O)(=O)N3CCOCC3)ccc2Br)c(=O)n(C)c1=O	-13	3	-22	-11	3	-14	2.8	-4	-27
CC(C)c1ccc(NC(=O)Nc2cnccn2)cc1	-12	4	-18	6	-72	-9	6.0	7	-127

Exported as labelled records: part of the list above.
SMILES: Cc1cc2c(cc1C)NC(c1ccccn1)C1=C(CC(C)(C)CC1=O)N2 (stereo not drawn)
  CXCR6 inh: -15 | XBP1 UPR activ: -1 | Jurkat NFkB inh: -74 | EBI2 block: -16 | Gli-Sufu block: -25 | CCR6 antagonist: -4 | UPR CHOP act: 1.4 | Mdm2 MdmX PPI: -8 | 697 NFkB inh: -73
SMILES: Cc1cc(C)c(NC(=O)/C(C#N)=C/c2ccc(OCc3ccc(F)cc3)cc2)c(C)c1
  CXCR6 inh: 2 | XBP1 UPR activ: 1 | Jurkat NFkB inh: -68 | EBI2 block: 27 | Gli-Sufu block: 1 | CCR6 antagonist: 11 | UPR CHOP act: 3.8 | Mdm2 MdmX PPI: -13 | 697 NFkB inh: -13
SMILES: COCCNc1nnc(SCC(=O)Nc2nnc(-c3ccccc3)o2)s1
  CXCR6 inh: 8 | XBP1 UPR activ: 1 | Jurkat NFkB inh: -6 | EBI2 block: -1 | Gli-Sufu block: -7 | CCR6 antagonist: 10 | UPR CHOP act: -0.7 | Mdm2 MdmX PPI: -9 | 697 NFkB inh: 9

New compounds follow.
SMILES	CXCR6 inh	XBP1 UPR activ	Jurkat NFkB inh	EBI2 block	Gli-Sufu block	CCR6 antagonist	UPR CHOP act	Mdm2 MdmX PPI	697 NFkB inh
Cc1ccc(-n2nc3c(=O)n(C(C)C(=O)NC4CC4)nc(C)c3c2C)cc1 (stereo not drawn)	-5	1	-2	-9	34	25	0.0	8	-8
CCCCN(C(=O)c1c(CC)noc1C)c1c(N)n(CC(C)C)c(=O)[nH]c1=O	3	3	-7	-8	2	-5	1.5	1	17
Cc1ccc(-c2nc(CS(=O)(=O)CC(=O)NC3CCCCC3C)c(C)o2)cc1 (stereo not drawn)	-1	-2	3	7	8	4	1.7	33	-1
CCCCn1c(N)c(N(CC(C)C)C(=O)CCNC(=O)c2ccc(Cl)cc2)c(=O)[nH]c1=O	7	-2	-13	-6	-5	5	0.1	14	-1
CCNC(C(=O)c1c[nH]c2c(CC)cccc12)c1ccccc1 (stereo not drawn)	-1	-1	17	-6	-8	-3	-1.0	22	19
CCC1CCCCN1CC(O)Cn1c2ccccc2n2c(=O)cc(C)c(C#N)c12 (stereo not drawn)	1	-1	10	3	19	20	-1.5	6	7
Cc1ccc(NC(=O)Nn2cnnc2)c(C)c1	-6	-7	15	-16	55*	-9	0.7	30	12
CCc1ccccc1NS(=O)(=O)c1cc(C)ccc1OC	-1	4	-9	3	5	1	-0.5	3	4
CCN(CC(=O)Nc1ccc(NC(C)=O)cc1)C(=O)/C=C/c1cn(Cc2ccccc2)nc1-c1cccnc1	-12	-5	-10	-2	-6	11	-0.5	1	2
CCC(C)(C)n1nnnc1C(c1ccncc1)N1CCN(c2cccc(OC)c2)CC1 (stereo not drawn)	8	-5	22	11	21	6	-2.0	17	12
